Bioassay records deposited in PubChem BioAssay by several laboratories.
aSyn 5UTR inh: MLPCN primary screen, SNCA 5' untranslated region | 300,000 tested, 0.82% active | AID 1813 | alpha-synuclein 5'UTR reporter, inhibitor activity | inhibition, % (tested at 7.5 µM); in the data active = inhibition above about 60%; inconclusive = no clear call, values can overlap the other calls;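 note: H4 neuroglioblastoma cells stably carrying SNCA 5'UTR luciferase fusion; 0% = DMSO wells and 100% = positive control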
GSK3beta inhib: blocks human GSK3beta kinase activity; P49841; GST-GSK3beta kinase, ADP-Glo luminescence, 60 min; hits give low values; activity score (negative = inhibition), % at 10 µM; 300,000 tested, 0.038% active;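 active = more than half of replicate wells score below -50%, meaning over 50% inhibition versus plate controls; inconclusive = some replicates but at most half score below -50%; inactive = no replicate scores below -50%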;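 note: 0% = median DMSO wells and -100% = median GW8510 positive control wells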
Target sequence (P49841 whole entry, looked up): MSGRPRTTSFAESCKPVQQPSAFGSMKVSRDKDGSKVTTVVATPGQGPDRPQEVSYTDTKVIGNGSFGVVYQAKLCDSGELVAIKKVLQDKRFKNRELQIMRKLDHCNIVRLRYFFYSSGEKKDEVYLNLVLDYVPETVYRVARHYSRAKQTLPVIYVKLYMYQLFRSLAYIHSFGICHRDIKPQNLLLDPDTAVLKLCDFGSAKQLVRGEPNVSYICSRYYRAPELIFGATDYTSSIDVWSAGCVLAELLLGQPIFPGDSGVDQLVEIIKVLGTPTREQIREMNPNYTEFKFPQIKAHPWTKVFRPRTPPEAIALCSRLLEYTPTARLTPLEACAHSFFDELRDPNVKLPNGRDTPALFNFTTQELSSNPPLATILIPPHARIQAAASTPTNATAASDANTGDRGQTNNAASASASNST
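Test system: GST-tagged human GSK3beta kinase, cell-free; evaluation: activity score scaled between in-plate DMSO and GW8510 controls; measured by: ADP-Glo luminescence; incubation: 60 min reaction, RT; benchmarks: DMSO and 20 µM GW8510; reagent: peptide substrate plus 25 µM ATP (final); medium: Tris/MgCl2 kinase buffer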
HSF1 inh: HSF1 inhibition. NIH3T3-HGL HSE-luciferase, MG132-induced, luminescence 8 h; hits give low values. activity change, negative = inhibition, % at 7.5 µM (by protocol). 300,000 tested, 0.77% active. AID 2098;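 active = more than half of replicate wells show activity change below -50%, luminescence cut by over half; inconclusive = some wells, but at most half, below -50%; inactive = no replicate well below -50%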;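 note: luciferase reports HSF-1 transcriptional activity via heat shock element; 0% = median of DMSO wells and -100% = zero luminescence signal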
PolyA inh: inhibitors of polyadenylation in S. cerevisiae; 300,000 tested, 0.02% active; S. cerevisiae SKY197-pL101 polyadenylation reporter, beta-gal luminescence; efflux-impaired pdr1/pdr3 knockout yeast; score 100 = 6 SD above DMSO; calls only at 12 µM; AID 1875;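 active = lowest replicate activity score at least 50, where 100 means six control SD above control mean; inconclusive = lowest score under 50 but half or more replicates reach 50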;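 note: yeast exposed to compound for 9 h at 30 °C; higher score means more reporter readthrough which indicates perturbed polyadenylation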
GSK3A inh: human GSK-3 alpha kinase inhibition. P49840. ADP-Glo luminescence, 60 min. inhibition, % at 10 µM. 320,000 tested, 0.1% active;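 in the data active = inhibition above about 50%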;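 note: GST-tagged GSK-3 alpha with peptide substrate and 25 µM ATP; 0% = DMSO neutral wells and 100% = GW8510 positive control wells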
Target sequence (P49840 whole entry, looked up): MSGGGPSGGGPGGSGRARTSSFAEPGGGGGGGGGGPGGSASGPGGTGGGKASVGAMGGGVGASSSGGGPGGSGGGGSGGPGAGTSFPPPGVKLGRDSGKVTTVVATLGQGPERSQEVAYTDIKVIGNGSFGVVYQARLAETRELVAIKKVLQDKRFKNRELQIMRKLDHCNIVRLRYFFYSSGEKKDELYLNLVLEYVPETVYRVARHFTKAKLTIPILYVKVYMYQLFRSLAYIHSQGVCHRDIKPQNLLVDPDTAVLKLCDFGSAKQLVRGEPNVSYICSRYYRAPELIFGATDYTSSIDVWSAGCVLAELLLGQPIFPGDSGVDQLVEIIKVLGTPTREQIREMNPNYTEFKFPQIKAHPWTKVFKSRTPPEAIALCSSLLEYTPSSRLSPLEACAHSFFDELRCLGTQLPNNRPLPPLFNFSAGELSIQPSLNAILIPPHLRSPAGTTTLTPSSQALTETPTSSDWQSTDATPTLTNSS
HSP90 inh: inhibitors of HSP90 luciferase refolding in rabbit reticulocyte lysate; inhibition, % at 5.6 µM; 290,000 tested, 0.91% active; AID 1789; luciferase refolding luminescence, 3 h;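 active = inhibition above the screen-wide mean plus 3 SD, computed separately per campaign, cut at about 16% in these data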;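 note: 0% = DMSO wells and 100% = 60 µM geldanamycin wells; inhibitors lower the luminescence because luciferase stays unfolded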
KLF5 inh: suppresses KLF5 promoter-driven expression; DLD-1 KLF5 promoter-luciferase reporter, luminescence; inhibition, % at 5 µM; 290,000 tested, 0.23% active; AID 1700;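 active = inhibition above a per-plate limit of that plate's mean compound inhibition plus 3 SD, cut at about 60% in these data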;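 note: 0% = DMSO wells and 100% = LY294002 at 200 µM; higher means less KLF5 promoter-driven luciferase light; inactives centre near -14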
AI-2 QS modul: modulators of Vibrio harveyi AI-2 quorum sensing system; activity change, % at 7.5 µM; 300,000 tested, 0.4% active; Vibrio harveyi JMH597 AI-2 luminescence/OD600 ratio, 9 h; hits give low values; strain lacks LuxN and CqsS sensors; 0 = neutral-control median; in the data active = activity change below about -75%, passing the limit was not always enough; inconclusive = no clear call, values can overlap the other calls;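 note: luminescence divided by OD600 gain over 9 h not by final OD600 alone; inactives centre near 13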
HSF-1 act: increases HSF-1 driven luciferase reporter signal; 300,000 tested, 1.7% active; NIH3T3-HGL HSF-1 luciferase reporter, MG132, 8 h; 100% = twice DMSO control signal; activation, % at 9 µM;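 active = mean replicate activation of at least 50% with a set share of replicates each reaching 50%; inconclusive = only one of those two conditions met; inactive = mean below 50% and too few replicates reaching it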;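 note: 0% = median of the neutral control wells and 100% = twice that signal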
IEC-6 cytotox: counter-screen for KLF5 inhibitors: cytotoxicity in IEC-6 cells; IEC-6 cytotoxicity, luminescence viability; inhibition, % at 5 µM; 290,000 tested, 0.78% active; AID 1825; in the data active = inhibition above about 22%;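 note: 0% = plate median of test compound wells and 100% = cytotoxic reference compound wells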
* marks the source's active call; other numbers are inactive results; i = inactive; ? = inconclusive; · = not tested or not shown.

SMILES	aSyn 5UTR inh	GSK3beta inhib	HSF1 inh	PolyA inh	GSK3A inh	HSP90 inh	KLF5 inh	AI-2 QS modul	HSF-1 act	IEC-6 cytotox
COCC(C)n1c(C)cc(C(=O)COC(=O)C2=NN(c3ccccc3)C(=O)CC2)c1C (stereo unspecified)	-24	0	0	i	-1	5	-9	12	-11	4
Cc1cccc(NC(=O)c2cc(-c3ccco3)nc3ccccc23)n1	-2	6	1	i	1	3	-12	6	-22	6
O=C(CN1C(=O)NC(Cc2c[nH]c3ccccc23)C1=O)Nc1cccc(S(=O)(=O)N2CCOCC2)c1 (stereo unspecified)	8	-2	10	i	-2	-3	-14	9	?	1
Cc1ccccc1OCC(=O)Nc1ccc2c(c1)n(C)c(=O)n2C	-11	4	2	i	0	1	-19	11	9	1
COc1ccc(C(=O)Nc2ccc(S(=O)(=O)Nc3cnc4ccccc4n3)cc2)cc1	27	·	-1	i	0	0	-10	·	-1	-5
COc1ccc(N2CCN(C(=O)CN(C)S(=O)(=O)c3ccc4c(c3)c(=O)n(C)c(=O)n4C)CC2)cc1	13	-2	-7	i	-1	-2	-30	3	-8	-4
O=C(NC1CCCCC1)c1cccnc1Sc1ccccc1	35	-2	-13	i	-3	1	-18	9	-1	0
c1ccc2c(c1)C(=NC1CCCCC1)NC2=NC1CCCCC1	-3	-1	-4	i	2	3	-50	18	-1	-2
Cc1ccc(-c2csc(NC(=O)C[n+]3cc(-c4ccc(C)cc4)n4c3CCC4)n2)cc1	-39	4	-5	i	6	6	-9	10	-11	-4
CC(C)NC(=O)CSc1nc2ccccc2n1-c1ccccc1	30	-1	17	i	-4	-3	2	19	-3	-7
OCCC1CN(CCCc2ccccc2)CCN1Cc1ccc(F)cc1 (stereo unspecified)	-3	0	-5	i	-3	-1	-35	19	-7	6
COC(=O)c1[nH]c2ccc(C)cc2c1NC(=O)CN1CCN(c2ccccc2)CC1	-4	11	0	i	0	-2	-4	15	20	4
CCCN(CC(=O)Nc1ccccc1OC)C(=O)c1ccc(=O)[nH]c1	7	2	5	i	-2	-1	4	9	32	-2
COc1ccc(OC)c(NC(=O)CCc2nnc3ccc(NCc4ccco4)nn23)c1	13	-1	-5	i	5	1	-22	22	-6	0
CNS(=O)(=O)c1cccc(C(=O)OCC(=O)NCc2ccccc2)c1	-10	-2	2	i	-1	-5	-12	47	-9	-1
O=C(CCNc1ccc(Cl)c(C(F)(F)F)c1)c1ccco1	7	2	-2	i	-2	0	-14	-29	21	-4
CCCOc1ccc(-c2nn(-c3ccccc3)cc2/C=C2\SC(=S)N(C3CCS(=O)(=O)C3)C2=O)cc1 (stereo unspecified)	-15	-2	-1	i	1	4	-9	-4	-1	4
COc1cc2c(cc1NC(=O)c1cccc(S(=O)(=O)N(C)C)c1)oc1ccccc12	-59	-3	23	i	-1	-3	-36	12	45	-5
CCOc1ccccc1N1CCN(C(=O)c2cccs2)CC1	10	2	-1	i	-3	-2	-17	-4	-2	3
O=C(CSc1nnc(NC2CCCCC2)s1)NCc1ccco1	2	2	2	i	-1	4	-7	21	2	-4
COc1ccc(CCNC(=O)c2c(C)noc2C)cc1	7	-1	4	i	0	1	2	-2	-7	-2
FC(F)(F)c1cc(Sc2ccccc2)nc(-c2ccccn2)n1	-28	4	-4	i	1	0	-17	-4	13	4
CSCC[C@H](NC(=O)OC(C)(C)C)c1nnc(SCc2cccc(F)c2)o1	11	-2	3	i	0	-2	14	35	15	0
O=C(O)c1cc(-n2nnnc2SCc2ccc([N+](=O)[O-])cc2)ccc1Cl	-7	1	-2	i	-6	2	5	17	5	1
Cc1cccc(CNC(=O)Cn2ccc3cc(S(=O)(=O)N4CCCCCC4)ccc32)c1	-3	0	10	i	·	3	-24	21	19	4
CCCCNC(=O)COC(=O)c1ccc(C)c(NC(=O)c2ccco2)c1	-1	-2	-6	i	-1	-3	-24	16	3	4
CO/C=C/C#CC1(O)CCN(C)CC1	-3	1	-5	i	6	2	-5	6	-6	-2
Cc1nc2ccc(Br)cn2c1C(=O)N/N=C\c1ccccc1[N+](=O)[O-]	-42	-1	19	i	-1	-2	-14	30	26	1
CCN(CC)C(=S)SCC(=O)Nc1nc(-c2ccccc2)c(-c2ccccc2)o1	-2	0	-1	i	0	-3	-19	16	11	2
CCC(CC)C(=O)NCCNC(=O)C(CC)CC	8	-1	-2	i	-1	-1	-14	26	-3	-7
Cc1cc(=O)oc(C)c1C(=O)OCC(=O)c1ccc(Cl)cc1	-15	0	-5	i	0	-2	-22	19	7	-4
CC(C)CC(OC(=O)c1nsc(Cl)c1Cl)C(=O)NC1CCCC1 (stereo unspecified)	-9	·	-2	i	2	4	-9	·	-16	4
O=C(COc1ccccc1)OCC(=O)N1CCCc2ccccc21	4	3	4	i	-2	·	·	-8	0	·
CCn1c(SCc2cccc(F)c2)nnc1-c1ccncc1	-3	1	-6	i	0	-3	-19	23	8	-2
Cc1[nH]n(C)c(=O)c1[N+](=O)[O-]	2	1	-3	i	1	5	-46	13	-14	-2
O=C(OCC(=O)N1CCCC1=O)c1cc(S(=O)(=O)N2CCOCC2)ccc1F	-10	·	-4	i	0	·	·	·	-5	·
COC(=O)C1CCN(C(=O)CC(NC(=O)C(F)(F)F)c2cccs2)CC1 (stereo unspecified)	3	-1	-4	i	-1	-5	-18	23	1	-7
CS(=O)(=O)Nc1ccc(C2=NN(C(=O)c3ccco3)C(c3ccco3)C2)cc1 (stereo unspecified)	-27	-1	8	i	-2	-4	-25	18	21	6
O=C(c1cc(=O)[nH]c2ccccc12)N1CCc2ccccc2C1	8	-4	-14	i	2	-1	18	12	-6	9
O=C(NC(c1ccccc1)c1c(O)ccc2ccccc12)c1ccccc1Cl (stereo unspecified)	10	1	1	·	1	-1	6	25	31	3
COc1ccc(CN2CN(c3ccc(Cl)cc3)C(=O)N(n3cnnc3)C2)cc1	-8	3	-6	i	3	0	-15	5	-2	-1
CCOc1ccc(NC(=O)CN(C)C(=O)c2cccnc2Sc2ccc(C)c(C)c2)cc1OCC	15	3	3	i	2	0	-26	22	10	3
CC(C)c1ccc(/C=C2\C(=O)N(CCN3CCOCC3)C(=S)N2C)cc1	9	4	24	i	-1	1	2	2	66*	-4
COc1ccc(S(=O)(=O)N2CCC(C(=O)NCc3cccnc3)CC2)cc1OC	-18	·	-4	i	0	0	-3	·	10	-5
CCN(CC(=O)NCC(=O)Nc1cccc(C)c1C)Cc1ccccc1	10	0	-5	i	-3	1	-27	12	0	6
CN1C(N)=NC(=O)/C1=C/c1ccccc1F	-22	3	8	i	-1	1	-33	8	-8	-2
Cc1cccc2c(=O)c(-c3ccc(Cl)cc3)c(NC(=O)c3ccco3)oc12	21	8	1	i	-2	-5	-16	26	5	-8
CCCNC(=O)c1ccc(N2CCC3(CC2)CC(c2cccc(Br)c2)=NO3)c([N+](=O)[O-])c1	-4	-2	4	i	-3	1	-30	12	-3	7
CCn1cnc2cc(NC(=O)c3cccs3)ccc21	-109	-5	8	i	-1	0	-139	29	43	-5
Cc1ccc(N2CC(C(=O)NC3CC3)CC2=O)cc1Cl (stereo unspecified)	6	-3	-6	i	0	-1	-25	15	20	-2

The list goes on.
SMILES	aSyn 5UTR inh	GSK3beta inhib	HSF1 inh	PolyA inh	GSK3A inh	HSP90 inh	KLF5 inh	AI-2 QS modul	HSF-1 act	IEC-6 cytotox
Cc1cc(C)c(SCCc2ccncc2)c(C)c1	-7	-3	-16	i	-7	1	-5	1	-18	-3
COc1ccc(C)cc1N(C(=O)c1ccccc1)c1nc2ccccc2s1	-29	0	-1	i	2	-3	-1	45	-1	5
OC(COCc1cccs1)CN1CCCCCC1 (stereo unspecified)	-6	2	8	i	0	1	6	14	3	4
CN(c1ccccc1)S(=O)(=O)c1cccc(NC(=O)Cn2cnc3ccccc3c2=O)c1	16	2	9	i	·	-6	-24	-93*	8	-1
COC(=O)c1ccc(NC(=O)CCn2c(=O)oc3ccccc32)cc1	-2	-1	9	i	-2	-2	-20	12	1	0
CSc1nnc(C(C)(C)C)c(=O)n1/N=C/c1ccccc1O	11	-1	-7	i	1	8	9	16	-11	-1
CCOn1c(=O)c(=O)n(OC)c2ccccc21	21	-1	-1	i	-1	2	-20	24	18	-10
CCOC(=O)CN(C(=O)COc1nc(-c2ccccc2)cc(C)c1C#N)c1ccccc1	9	0	7	i	0	5	-23	17	8	3
CC(=O)N(CCS(=O)(=O)c1ccc(Cl)cc1)Cc1cccs1	-15	-1	-2	i	-1	2	-14	27	5	4
CCOC(=O)C1=C(c2ccccc2)NC(=O)NC1c1cc(OC)c(OC)cc1OC (stereo unspecified)	1	0	8	i	0	-2	-14	-1	-12	-1
c1ccc(CC(Nc2ccccn2)c2ccccc2)cc1 (stereo unspecified)	20	1	16	i	0	0	5	11	12	-1
N#Cc1c(N2CCCCC2)nc(N2CCCCC2)c2c1CCN(Cc1ccccc1)C2	-3	-33	1	i	0	8	-25	25	-4	13
Cc1ccc(Nc2c3c(nc4ncnn24)CC(C)CC3)cc1 (stereo unspecified)	8	3	-5	i	7	3	-7	7	7	16
CCN1CCc2nc3ccccc3c(C(=O)Nc3ccc(C#N)cc3)c2C1	-16	1	3	i	-1	-3	6	12	1	-2
CCOC(=O)N1CCN(C(=O)CN(C)S(=O)(=O)c2ccc(OCC)cc2)CC1	-9	3	-6	i	0	-7	-5	23	-8	2
CCOC(=O)C1CCN(C(=O)Cn2cc(C(=O)OC)c3ccccc32)CC1	-4	4	3	i	-9	2	-17	5	7	-1
CCOP(=O)(OCC)C(Nc1cccc(C(F)(F)F)c1)c1ccc(C)cc1 (stereo unspecified)	7	2	-5	i	-3	0	-34	24	-1	-3
N#Cc1ccsc1NC(=O)CN1CCN(c2ccccn2)CC1	7	2	-6	i	·	2	0	24	-3	-5
Cc1onc(-c2c(F)cccc2Cl)c1C(=O)Nc1nc2ccccc2[nH]1	-28	1	1	i	3	-6	-39	6	-3	5
CCOCCCn1c(=O)c2ccccc2n2c(=S)[nH]nc12	-9	0	-3	i	7	2	-17	16	-4	5
NNC(=O)c1ccc(COc2ccc([N+](=O)[O-])cc2)o1	5	11	0	i	14	2	11	5	10	1
CCOc1c(OC)cccc1C1CC(=O)Nc2cc3c(cc21)OCCO3 (stereo unspecified)	19	-1	-3	i	1	-7	-11	-2	7	-4
CN(CC(=O)Nc1ccccc1Cl)C(=O)CCc1nc2ccccc2c(=O)[nH]1	3	-3	7	i	-1	·	·	11	5	·

This is a subset. The share of hits here may be higher or lower than overall.
